Screening results as filed in PubChem.
NPY2 pot ag – NPY-Y2 potentiators or agonists, primary screen, cell-based; cells expressing NPY-Y2, potentiator/agonist read-out; actives 0.45% (n = 220,000); activation, % at 3.6 µM; AID 1359, 2008; in the data active = activation above about 27%;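 note: cells stimulated with NPY near EC25 plus isoproterenol at EC100; 0% = vehicle plus submaximal agonist and 100% = vehicle plus saturating agonist; some results beyond the cut were filed as inactive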
Runt-SMMHC FRET – inhibitors of RUNX1 Runt–CBFb-SMMHC binding, primary screen, biochemical, FRET, Cerulean-Runt, Venus-CBFb-SMMHC, uHTS; Runt-related transcription factor 1 (Homo sapiens) + Core-binding factor subunit beta …; Cerulean-Runt/Venus-CBFb-SMMHC FRET ratio 530/480, 1 h; inhibition, % at 20 µM; actives 0.74% (n = 220,000);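 active = mean inhibition across duplicate retests at 20 µM reaching about 50%, limit read from the data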;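 note: 0% = DMSO wells and 100% = wells with excess untagged CBFb-SMMHC; inhibitors lower the FRET ratio by blocking Runt binding to CBFb-SMMHC; some results filed as inactive read as strong as hits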
Target sequence (Q01196 whole entry, looked up): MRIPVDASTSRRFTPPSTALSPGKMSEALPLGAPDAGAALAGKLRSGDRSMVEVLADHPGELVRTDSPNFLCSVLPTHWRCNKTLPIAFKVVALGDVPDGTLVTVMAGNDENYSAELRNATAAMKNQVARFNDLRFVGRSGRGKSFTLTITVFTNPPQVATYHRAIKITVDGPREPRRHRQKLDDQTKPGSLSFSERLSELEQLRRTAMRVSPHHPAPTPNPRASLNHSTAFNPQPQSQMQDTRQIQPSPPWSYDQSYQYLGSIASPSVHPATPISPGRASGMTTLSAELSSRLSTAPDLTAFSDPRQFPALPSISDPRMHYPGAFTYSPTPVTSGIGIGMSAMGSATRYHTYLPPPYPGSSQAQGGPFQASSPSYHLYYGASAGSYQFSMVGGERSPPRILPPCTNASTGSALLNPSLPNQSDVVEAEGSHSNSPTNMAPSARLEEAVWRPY
Target sequence (Q13951 whole entry, looked up): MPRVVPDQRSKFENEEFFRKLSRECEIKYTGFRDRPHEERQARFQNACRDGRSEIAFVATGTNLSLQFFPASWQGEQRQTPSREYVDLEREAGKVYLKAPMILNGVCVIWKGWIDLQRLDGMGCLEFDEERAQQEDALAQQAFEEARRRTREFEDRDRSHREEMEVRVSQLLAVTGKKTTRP
p97 inhibitor – inhibitors of human p97 ATPase, primary screen, biochemical | Transitional endoplasmic reticulum ATPase (Homo sapiens), P55072 | recombinant p97 ATPase, Kinase-Glo ATP luminescence, 3 h | inhibition, % at 8 µM | actives 0.42% (n = 220,000); in the data active = inhibition above about 15%;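 note: 0% = DMSO vehicle and 100% = wells lacking enzyme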
Hck-Nef inh – inhibitors of Nef-activated human Hck kinase, primary screen, biochemical, Z-Lyte FRET, 384-well, Hck-YEEI. Tyrosine-protein kinase HCK (Homo sapiens), P08631. Recombinant Hck-YEEI plus Nef, Z-Lyte FRET kinase assay. inhibition, % at 20 µM. actives 0.68% (n = 220,000). AID 463187, 2010;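 active = Hck-Nef kinase inhibition above about 50%, limit read from the data; inactive = inhibition below that limit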;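 note: 0% = DMSO with Hck plus Nef and 100% = Hck alone without Nef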
Mdm2 ligase inh – MDM2-luciferase reporter signal enhancers, primary screen, MDM2 E3 ligase inhibitor project, cell-based, luminescence, 1536-well; signal enhancement, % at 5 µM; E3 ubiquitin-protein ligase Mdm2 (Homo sapiens), Q00987; cell-based MDM2 ubiquitination luciferase reporter, 2 h; 0 = plate control, 100 = twice control, blank-subtracted; actives 0.11% (n = 210,000);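 active = signal enhancement of 30% or more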;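 note: luminescence tracks abundance of the self-degrading MDM2-luciferase fusion protein; higher signal means inhibition of MDM2 E3 ligase activity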
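Test system: mammalian cells stably expressing self-ubiquitinating, self-degrading MDM2 E3–luciferase fusion; Amount: 2000 cells in each well; Medium: DMEM; Schedule: 4 h settle plus 2 h compound, 37 °C; Technique: SteadyLite luciferase luminescence after 15 min room-temperature reagent incubation; Benchmarks: plate control and blank wells.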
NPY1 pot ag – NPY-Y1 receptor potentiators or agonists, primary screen, cell-based | AID 1304, 2008 | actives 0.37% (n = 220,000) | NPY-Y1 expressing cells, potentiator/agonist activation | Neuropeptide Y receptor type 1 (Homo sapiens), P25929 | activation, % at 3.6 µM; in the data active = activation above about 33%, passing the limit was not always enough;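 note: cells stimulated with NPY at EC10 then isoproterenol at EC100; 0% = low agonist plus stimulus and 100% = saturating agonist plus stimulus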
NPY Y1 blocker – NPY-Y1 receptor antagonists, primary screen, cell-based; HEK293-CNG Y1 cells, membrane potential fluorescence; NPY at EC95, then isoproterenol; inhibition, % at 3.6 µM; actives 1% (n = 200,000); AID 1040, 2008;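 active = inhibition above the campaign mean inhibition of all tested compounds plus 3 SD, cut at about 20% in these data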;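 note: 0% = DMSO wells given NPY plus isoproterenol and 100% = isoproterenol alone without NPY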
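Material: HEK293 cells co-expressing NPY Y1 receptor and cyclic-nucleotide gated channel. Timing: compound incubation 1 h at room temperature, readout 45 min post-stimulation. Signal: fluorescence, membrane potential probe.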
RBBP9 inh – human RBBP9 inhibitors, primary screen, biochemical, fluorescence polarization, FP-Rh probe, HTS; Serine hydrolase RBBP9 (Homo sapiens), O75884; recombinant RBBP9; inhibition, % at 7.94 µM; actives 0.2% (n = 220,000); AID 1515, 2009;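 active = inhibition above the campaign mean of all tested compounds plus 3 SD, cut at about 14% in these data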;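 note: plate controls were DMSO wells with RBBP9 for no effect and wells lacking RBBP9 protein for full effect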
Target sequence (O75884 whole entry, looked up): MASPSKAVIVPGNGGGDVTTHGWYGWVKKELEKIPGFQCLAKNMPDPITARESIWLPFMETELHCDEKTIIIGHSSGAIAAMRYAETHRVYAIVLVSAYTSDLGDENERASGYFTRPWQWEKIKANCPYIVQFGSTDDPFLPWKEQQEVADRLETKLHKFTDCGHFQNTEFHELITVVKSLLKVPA
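System: RBBP9 protein | Quantity: 2.5 µM RBBP9 dispensing solution, before mixing | Reagent: FP-Rh probe, 375 nM dispensing solution | Timing: Enzyme-compound preincubation 30 min, then probe labeling 45 min, 25 °C | Measured by: Fluorescence polarization | Read-out: % inhibition | Replication: One well per compound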
Runt-CBFb FRET – inhibitors of RUNX1 Runt–CBFb binding, primary screen, biochemical, FRET, Cerulean-Runt, Venus-CBFb, uHTS; AID 1496, 2009; actives 0.46% (n = 220,000); Runt-related transcription factor 1 (Homo sapiens) + Core-binding factor subunit beta …; inhibition, % at 20 µM; Cerulean-Runt/Venus-CBFb FRET ratio 530/480, 1 h;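 active = inhibition over about 50% at 20 µM in the single-dose screen, limit read from the data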;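 note: 0% = DMSO wells and 100% = excess unlabeled CBFb competitor control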
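Buffer or medium: Tris pH 7.5 buffer with BSA. Assay system: Cerulean-labeled Runt domain protein. Amount: each fluorescent fusion protein 100 nM. Read-out basis: loss of energy transfer signal. Incubation: 1 h compound exposure, room temperature. Probe or stimulus: Venus-CBFb binding partner, 100 nM. Detection: FRET, excitation 422 nm, emission at 530 and 480 nm.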
* marks the source's active call; other numbers are inactive results; nt = not tested or not shown.

# | NPY2 pot ag | Runt-SMMHC FRET | p97 inhibitor | Hck-Nef inh | Mdm2 ligase inh | NPY1 pot ag | NPY Y1 blocker | RBBP9 inh | Runt-CBFb FRET | smiles
1 | -14 | 6 | 1 | 16 | -4 | 11 | -2 | -3 | 1 | O=C(CCc1nnc(CCC2CCCCC2)o1)NCCn1cccn1
2 | 13 | 1 | 0 | -27 | 2 | 9 | -2 | 0 | 0 | CN1CC(=O)N(CC(=O)N2CCC(Cc3ccccc3)CC2)C1=O
3 | -9 | 4 | -3 | -2 | -2 | 6 | 4 | -8 | nt | Cc1ccccc1NC(=S)NC1CC2CCC(C1)N2Cc1ccco1 (configuration not stated)
4 | 13 | 0 | -1 | -5 | -15 | 16 | -2 | -5 | -2 | Cc1cccc(Cn2nc(C)cc2NC(=O)Cn2cc([N+](=O)[O-])cn2)c1
5 | -15 | 0 | 0 | 0 | 1 | -10 | -2 | -1 | -3 | COc1ccc(-c2noc(-c3ccccc3C(=O)Nc3cccnc3)n2)cc1OC
6 | 9 | 1 | 8 | 1 | 2 | 4 | 2 | 0 | 2 | CCOc1ccc(NC(=O)CSc2n[nH]c(=O)n2-c2ccccc2)cc1
7 | -5 | -6 | -2 | -1 | -17 | -8 | 5 | -3 | -1 | Cc1sc2nc(CN(Cc3cccs3)C(=O)NC3CCCCC3)[nH]c(=O)c2c1C
8 | 17 | -3 | -2 | 1 | -9 | 0 | -2 | -11 | 0 | C=C(C)CSc1nc(N)cc(=O)[nH]1
9 | -2 | 5 | -8 | 0 | -16 | -38 | 3 | -9 | 2 | Cc1cc(C(=O)COc2ccccc2Cl)c(C)n1-c1ccc2c(c1)OCO2
10 | -9 | -11 | 2 | -2 | -10 | -20 | 5 | -3 | 0 | CCOC(=O)NC(c1cccc(Cl)c1)C1CCCCCC1=O (configuration not stated)
11 | -6 | -2 | 0 | 2 | -7 | 3 | 10 | -6 | 1 | Cc1cccc(NC(=O)CSc2nnc(-c3ccco3)o2)c1C
12 | 3 | -6 | -3 | 0 | -9 | 7 | -6 | -7 | -4 | COc1ccc(NC(=O)c2cc3n(n2)C(C(F)(F)F)CC(c2ccco2)N3)cc1 (configuration not stated)
13 | 5 | -1 | 2 | 0 | -2 | 0 | 1 | -3 | 1 | Cc1cc(C)c(NC(=O)CN)c(C)c1
14 | 5 | 0 | 0 | -18 | -6 | 5 | -5 | -4 | 1 | CC1CCCC(N2CCN(C(=O)c3cccc(F)c3)CC2)C1 (configuration not stated)
15 | 2 | -4 | -3 | 20 | -6 | 17 | -4 | -10 | -2 | O=[N+]([O-])c1ccc(Nc2ccccc2F)nc1
16 | -2 | 0 | -3 | -7 | -1 | 3 | 1 | -12 | -2 | CCC(C)(C(=O)NC1CCCCC1)N(Cc1ccco1)C(=O)CNC(=O)c1ccccc1 (configuration not stated)
17 | 9 | -6 | 8 | 0 | -13 | -16 | 0 | -11 | -3 | CCC(=O)N(CCO)Cc1cc2ccc(C)c(C)c2[nH]c1=O
18 | -16 | -1 | -1 | 1 | -4 | -14 | 4 | -7 | -2 | COc1ccc(CNc2nc3nc4c(c(=O)n3[nH]2)CCC4)cc1
19 | 3 | 2 | 1 | 3 | -11 | -21 | 0 | 0 | -1 | Clc1ccc(CNCc2cccs2)cc1Cl
20 | -10 | -2 | -5 | 2 | -9 | -8 | 2 | -5 | -1 | COc1ccccc1CNC(=O)COC(=O)c1n[nH]c2ccccc12

Looked up one by one from the entries so far, 3 records:
# | NPY2 pot ag | Runt-SMMHC FRET | p97 inhibitor | Hck-Nef inh | Mdm2 ligase inh | NPY1 pot ag | NPY Y1 blocker | RBBP9 inh | Runt-CBFb FRET | smiles
10 | -9 | -11 | 2 | -2 | -10 | -20 | 5 | -3 | 0 | CCOC(=O)NC(c1cccc(Cl)c1)C1CCCCCC1=O (configuration not stated)
20 | -10 | -2 | -5 | 2 | -9 | -8 | 2 | -5 | -1 | COc1ccccc1CNC(=O)COC(=O)c1n[nH]c2ccccc12
4 | 13 | 0 | -1 | -5 | -15 | 16 | -2 | -5 | -2 | Cc1cccc(Cn2nc(C)cc2NC(=O)Cn2cc([N+](=O)[O-])cn2)c1

No new results follow: an excerpt of the list.
# | NPY2 pot ag | Runt-SMMHC FRET | p97 inhibitor | Hck-Nef inh | Mdm2 ligase inh | NPY1 pot ag | NPY Y1 blocker | RBBP9 inh | Runt-CBFb FRET | smiles
19 | 3 | 2 | 1 | 3 | -11 | -21 | 0 | 0 | -1 | Clc1ccc(CNCc2cccs2)cc1Cl
20 | -10 | -2 | -5 | 2 | -9 | -8 | 2 | -5 | -1 | COc1ccccc1CNC(=O)COC(=O)c1n[nH]c2ccccc12

Next records follow:
# | NPY2 pot ag | Runt-SMMHC FRET | p97 inhibitor | Hck-Nef inh | Mdm2 ligase inh | NPY1 pot ag | NPY Y1 blocker | RBBP9 inh | Runt-CBFb FRET | smiles
21 | 8 | 1 | -3 | 0 | -4 | 25 | -3 | -4 | 2 | CC(C)(C)NS(=O)(=O)c1ccc(CCC(=O)Nc2cc(Cl)ccc2Oc2ccccc2)cc1
22 | 2 | 13 | 10 | -3 | nt | 9 | nt | 4 | 8 | Cn1c(=S)c2[nH]c(SCCN3CCCC3)nc2n(C)c1=O
23 | 12 | 6 | 2 | 10 | -14 | -4 | -5 | -6 | -1 | CC(C(=O)NCC1CCCO1)N(C(=O)c1snc(C(N)=O)c1N)c1cccc(F)c1 (configuration not stated)
24 | 1 | 0 | 2 | -3 | -16 | 1 | 1 | -10 | -2 | O=C(CCC(=O)CCN1CCCCC1)CCN1CCCCC1

One compound at a time, as listed above. Order of screens: NPY2 pot ag, Runt-SMMHC FRET, p97 inhibitor, Hck-Nef inh, Mdm2 ligase inh, NPY1 pot ag, NPY Y1 blocker, RBBP9 inh, Runt-CBFb FRET
O=[N+]([O-])c1ccc(Nc2ccccc2F)nc1 as listed: 2, -4, -3, 20, -6, 17, -4, -10, -2
Cc1cc(C(=O)COc2ccccc2Cl)c(C)n1-c1ccc2c(c1)OCO2 as listed: -2, 5, -8, 0, -16, -38, 3, -9, 2
